# From PubChem BioAssay
# NALP1 inh: blocks the NALP1 inflammasome reconstituted in yeast. inhibition, % at 10 µM. AID 2071. S. cerevisiae NALP1/ASC/caspase-1 growth, X-gal OD620, 72 h. 0.61% of 280,000 active; in the data active = inhibition mostly above about 24%, no sharp cut-off; inactive = mostly below about 32%; also: some compounds called inactive have numbers as strong as hits
# VIM-2 inh: blocks Pseudomonas aeruginosa VIM-2 metallo-beta-lactamase; inhibition, % at 5.6 µM; purified VIM-2, nitrocefin hydrolysis, epi-absorbance fluorescence; AID 1527; 0.89% of 290,000 active;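 active = inhibition above the mean of all tested compounds plus 3 SD, cutoff set per screening run, cut at about 7.5% in these data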;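 also: red hydrolysis product quenches plate fluorescence so inhibitors raise well fluorescence; 0% = enzyme with DMSO and 100% = DMSO without enzyme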
# M18AAP inhibitor: blocks P. falciparum M18 aspartyl aminopeptidase; recombinant PfM18AAP, H-Glu-NHMec fluorogenic cleavage; inhibition, % at 7.35 µM; AID 1822; 1.2% of 290,000 active;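 active = inhibition above the campaign mean inhibition over all tested compounds plus 3 SD, cut at about 28% in these data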;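 also: 0% = plate median of test compound wells and 100% = 2 mM ZnCl2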
# MEKK2 WT-MEK5: raises or lowers MEK5 binding to wildtype human MEKK2 PB1 domain | 1.1% of 290,000 active | bead flow cytometry, Alexa488-MEK5 binding to MEKK2 WT; actives lie on both sides | binding response (% of control), % at 10 µM | Q9Y2U5; in the data active = binding response below about 67% or above about 130%
# HCV NS3 hel inh: HCV NS3 helicase inhibition; 0.56% of 290,000 active; AID 1800; inhibition, % at 10.9 µM; NS3 helicase DNA unwinding, Cy5 molecular beacon fluorescence;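 active = inhibition above the mean of all tested compounds plus 3 SD, set per campaign, cut at about 35% in these data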;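 also: 0% = DMSO wells and 100% = thioflavine S control wells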
#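 Assay system: hepatitis C virus NS3 helicase domain fragment enzyme. Also added: annealed dual-labelled DNA beacon duplex, ATP-started. Timing: 1 h reaction at 25 °C, ATP-initiated. Technique: Cy5 fluorescence at 0 and 60 min, beacon hairpin quenching. Evaluation: % inhibition of unwinding. Replication: one well per compound.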
# UBC9 SUMO inh: SUMOylation inhibition; inhibition, % at 35 µM; AID 2006; P63279; 0.36% of 290,000 active; HTRF SUMOylation assay, SAE1/SAE2 + UBC9, in vitro; in the data active = inhibition above about 50%, passing the limit was not always enough; also: strong numbers were not always called active
# Target sequence (P63279 whole entry, looked up): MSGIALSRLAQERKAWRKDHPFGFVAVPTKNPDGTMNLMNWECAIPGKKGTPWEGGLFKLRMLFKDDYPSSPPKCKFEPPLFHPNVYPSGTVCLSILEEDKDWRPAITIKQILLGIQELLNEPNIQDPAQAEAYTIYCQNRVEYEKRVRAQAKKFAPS
# IMP-1 inh: inhibitors of Pseudomonas aeruginosa IMP-1 metallo-beta-lactamase. 0.45% of 290,000 active. inhibition, % at 5.6 µM. purified IMP-1, nitrocefin hydrolysis, epi-absorbance fluorescence. AID 1556;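 active = inhibition above the mean plus 3 SD of all compounds in the same screening run, cut at about 4.5% in these data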;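 also: 0% = IMP-1 with DMSO and 100% = DMSO wells lacking enzyme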
#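 assay system = purified recombinant IMP-1 metallo-beta-lactamase enzyme | schedule = 15 min preincubation plus 25 min reaction at 25 °C | signal = Epi-absorbance fluorescence, 480 nm excitation, 530 nm emission | read-out basis = percent inhibition from optical density relative to buffer-blank wells | controls = IMP-1 with DMSO as 0%, enzyme-free DMSO as 100%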
# DNA FID counter: counter-screen for HCV NS3 helicase inhibitors: DNA intercalator displacement | DNA fluorescent intercalator displacement, fluorescence | inhibition, % at 7.9 µM | 0.17% of 290,000 active | AID 1845; in the data active = inhibition above about 37%;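 also: 0% = vehicle and 100% = reference compound; higher means more ethidium bromide displaced from hairpin DNA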
# MEKK2 mut-MEK5: signal of MEK5 binding to mutant human MEKK2 PB1 domain | bead flow cytometry, Alexa488-MEK5 binding to MEKK2 mutant | percent response, % at 10 µM | 0.35% of 290,000 active | AID 1530; in the data active = percent response above about 24%, passing the limit was not always enough; also: inactives centre near 1; some results filed as inactive read as strong as hits
# Numbers without * were called inactive; x = not tested or not shown.
no. | Structure | M18AAP inhibitor | MEKK2 WT-MEK5 | DNA FID counter | IMP-1 inh | VIM-2 inh | NALP1 inh | UBC9 SUMO inh | HCV NS3 hel inh | MEKK2 mut-MEK5
1 | Cc1ccc(N2C(=O)c3n[nH]c(C)c3C2c2cccnc2)cc1 (stereo not drawn) | -8 | 98 | -3 | -0.3 | -1.2 | 12 | 23 | -2 | 0
2 | CC(=O)Nc1ccc(C(=O)N/C(=C/c2ccccc2)C(=O)N2CCCCC2)cc1 | -1 | 100 | -39 | -4.2 | -3.0 | 3 | -6 | -4 | 3
3 | CC1(C)Cc2cccc(OCC(=O)Nc3ccccc3N3CCOCC3)c2O1 | 8 | 100 | -4 | 0.9 | 0.0 | -1 | 7 | -1 | 2
4 | COc1ccc(N2CCN(C(=O)Cn3nnc(-c4ccc(N(C)C)cc4)n3)CC2)cc1 | -5 | 96 | -9 | -2.6 | -2.6 | -5 | 3 | 10 | -11
5 | C/C(Cl)=C\Cn1c(Nc2ccccc2)nc2c1c(=O)n(C)c(=O)n2C | -6 | 104 | -2 | 1.9 | -1.2 | 19 | 23 | -7 | 1
6 | CCCc1cc(C(=O)OC)c(NC(=O)CCCC(=O)O)s1 | 0 | 103 | -28 | -5.9 | -4.9 | 3 | 10 | -2 | 1
7 | O=C(Nc1nnc(CC2=CCCCC2)s1)Nc1ccccc1F | -3 | 97 | -4 | -2.3 | -2.3 | x | -1 | 1 | -3
8 | Cc1ccc(Nc2nc(-c3ccc(S(=O)(=O)N4CCCC4)cc3)cs2)cc1C | 18 | 103 | -1 | -1.0 | -0.4 | 13 | 5 | -8 | -2
9 | O=C(O)c1ccccc1NCN1C(=O)C2CC=C(Cl)CC2C1=O (stereo not drawn) | 13 | 95 | 1 | -6.1 | -3.1 | 10 | 3 | -7 | -3
10 | CCOC(=O)CSc1nnc(SCCN2C(=O)c3ccccc3C2=O)s1 | 2 | x | -9 | -5.0 | -1.1 | 3 | 2 | -1 | x
11 | CCOC(=O)C1CCN(C(=O)NC23CC4CC(CC(C4)C2)C3)CC1 | 2 | 102 | -7 | 0.8 | -4.5 | 34 | 19 | -5 | 1
12 | CCCCN(Cc1cc2cccc(C)c2[nH]c1=O)S(C)(=O)=O | -14 | 103 | -23 | -2.1 | -1.3 | 17 | 12 | -1 | 2
13 | O=C(NC1CCCCC1)C(Cc1ccccc1)NS(=O)(=O)c1cccs1 (stereo not drawn) | 5 | 98 | 1 | -1.8 | -3.5 | -7 | 1 | -1 | 1
14 | COc1cc(CCNC(=O)CCCn2c(=O)c3cccn3c3cccnc32)cc(OC)c1OC | 0 | 98 | -43 | -3.8 | -1.8 | -3 | 2 | 8 | 3
15 | CCCCc1nc2cc(C(=O)N3CCCCC3C(=O)OC)ccc2o1 (stereo not drawn) | 1 | 101 | -35 | -2.8 | -3.9 | 14 | 6 | 3 | 3
16 | Cc1ccccc1NC(=O)C1(NC(=O)c2cccc(N3C(=O)CSC3c3ccccc3)c2)CCCCC1 (stereo not drawn) | 7 | 103 | -31 | -2.1 | -1.2 | 30 | 14 | -9 | 6
17 | Cc1cc(C)c2nc(SCC(=O)NNC(=O)c3ccco3)c(C)cc2c1 | -3 | 93 | -27 | -2.0 | 0.4 | -4 | -10 | 16 | -5
18 | CCC(C)NC(=O)CSc1nc2ccccc2c(=O)n1CCCC(=O)NCC1CCCO1 (stereo not drawn) | 0 | 99 | -8 | 2.2 | -0.5 | -8 | 17 | 3 | -1
19 | CN(CCCC(=O)Nc1nccs1)S(=O)(=O)c1ccc(Cl)cc1 | 5 | 96 | -4 | -4.6 | -0.2 | x | 8 | -2 | -5
20 | OCC1(CCCc2ccccc2)CCN(Cc2ccc(F)cc2)CC1 | -1 | 90 | 13 | -2.4 | -5.8 | 14 | 6 | -12 | -11

# 3 entries already listed, arranged by the value under MEKK2 WT-MEK5, low to high.
entry	Molecule	MEKK2 WT-MEK5
19	CN(CCCC(=O)Nc1nccs1)S(=O)(=O)c1ccc(Cl)cc1	96
7	O=C(Nc1nnc(CC2=CCCCC2)s1)Nc1ccccc1F	97
1	Cc1ccc(N2C(=O)c3n[nH]c(C)c3C2c2cccnc2)cc1 (stereo not drawn)	98

# The listing picks up; the 4 compounds before the break are reprinted first.
no. | Structure | M18AAP inhibitor | MEKK2 WT-MEK5 | DNA FID counter | IMP-1 inh | VIM-2 inh | NALP1 inh | UBC9 SUMO inh | HCV NS3 hel inh | MEKK2 mut-MEK5
17 | Cc1cc(C)c2nc(SCC(=O)NNC(=O)c3ccco3)c(C)cc2c1 | -3 | 93 | -27 | -2.0 | 0.4 | -4 | -10 | 16 | -5
18 | CCC(C)NC(=O)CSc1nc2ccccc2c(=O)n1CCCC(=O)NCC1CCCO1 (stereo not drawn) | 0 | 99 | -8 | 2.2 | -0.5 | -8 | 17 | 3 | -1
19 | CN(CCCC(=O)Nc1nccs1)S(=O)(=O)c1ccc(Cl)cc1 | 5 | 96 | -4 | -4.6 | -0.2 | x | 8 | -2 | -5
20 | OCC1(CCCc2ccccc2)CCN(Cc2ccc(F)cc2)CC1 | -1 | 90 | 13 | -2.4 | -5.8 | 14 | 6 | -12 | -11
21 | COc1ccc(NS(=O)(=O)c2cc(NC(=O)CNC(=O)c3cccc(OC)c3)ccc2C)cc1 | 2 | 101 | -12 | -2.1 | -2.4 | 24 | -17 | -17 | -1
22 | C=CCNC(=O)c1ccc(Cl)cc1Cl | -12 | 104 | -3 | -3.7 | -3.0 | 4 | 8 | 2 | 6
23 | Nc1nc(CSCCO)nc(Nc2ccc(F)cc2)n1 | -4 | 93 | -1 | 0.1 | 1.5 | 44 | 16 | -2 | -4
24 | O=C1NC(NS(=O)(=O)c2ccccc2)(C(F)(F)F)C(=O)N1CCc1ccccc1 (stereo not drawn) | -4 | 106 | -12 | -4.0 | -3.9 | 6 | 4 | 0 | 4
25 | COc1ccc(N2CCN(CC(=O)c3c[nH]c4ccccc34)CC2)cc1 | 5 | 103 | -1 | -2.3 | -1.9 | -2 | -1 | -9 | 5
26 | COc1ccc(N2CCN(C(=O)C3CCCN(S(=O)(=O)c4c(C)noc4C)C3)CC2)cc1 (stereo not drawn) | 1 | 110 | -40 | -3.1 | -2.6 | x | -2 | -3 | 8
27 | COc1ccc(S(=O)(=O)NCCNC(=O)N2CCOCC2)cc1 | -2 | 104 | -5 | -4.1 | -2.9 | -5 | 3 | 3 | 7
28 | CSc1nc(N2CCOCC2)c2c3c(sc2n1)CCC3 | -11 | 98 | -7 | 2.2 | 3.4 | 2 | 6 | 4 | 0
29 | O=C(c1ccc(Oc2ccc(Cl)cc2)c([N+](=O)[O-])c1)N1CCCC1 | -1 | 115 | -27 | -3.6 | -2.7 | 2 | 7 | -2 | 10
30 | CN1CCN(C(=O)c2ccccc2-c2ccccc2C(=O)O)CC1 | 3 | 103 | 1 | -1.6 | -1.9 | 3 | -4 | -3 | 2
31 | CC(CCc1ccccc1)NC(=O)C(=O)NCCO (stereo not drawn) | -2 | 102 | 0 | -2.9 | -0.6 | 12 | 8 | 4 | 4
32 | COc1ccc(-c2nc3n(c2C)Cc2ccccc2-3)cc1 | -20 | 95 | -1 | -3.0 | -1.6 | 16 | 21 | 4 | -4
33 | CCn1c(-c2cc(Cl)ccc2OC)n[nH]c1=S | 15 | 106 | -7 | -0.2 | -1.4 | 1 | -4 | 1 | 5
34 | CCOc1ccc(NS(=O)(=O)c2ccc(NS(=O)(=O)c3ccccc3)cc2)cc1 | -10 | 102 | -10 | -3.4 | -2.7 | 4 | -2 | -17 | -2
35 | C/C(=N\NC(=O)c1ccc(F)cc1)c1ccccn1 | -11 | 99 | -1 | -1.3 | -0.2 | 32 | -9 | -12 | -1
36 | Cc1ccc(C)c(S(=O)(=O)N2CCN(C(=O)CSc3ccccc3)CC2)c1 | 0 | 96 | -50 | -3.2 | -1.4 | 10 | -2 | -5 | -3
37 | CC(Oc1ccc2c3c(c(=O)oc2c1)CCCC3)C(=O)NCc1ccccn1 (stereo not drawn) | -3 | 100 | -33 | 1.1 | 8.5* | 5 | 1 | 12 | -1
38 | COc1ccccc1-c1nc(-c2cccc(C)c2)no1 | 2 | 113 | -7 | -6.1 | -0.9 | 32 | 11 | -6 | 10
39 | Cc1ccc(/C(O)=C2\C(=O)C(=O)N(CC(C)O)C2c2cccc(F)c2)cc1 (stereo not drawn) | 4 | 97 | -10 | -0.9 | -2.4 | x | 0 | 0 | -5
40 | N#Cc1c(C(F)(F)F)cc(-c2ccco2)nc1SCc1ccncc1 | 44* | 96 | -8 | -2.2 | 5.6 | 6 | 26 | 44* | -2
41 | CC(C)(C)C(=O)O/N=C(\N)Cc1ccc(-c2csnn2)cc1 | -5 | 100 | -1 | -0.1 | -1.9 | 13 | 9 | 2 | -3
42 | COc1ccc(CCNC(=O)c2ccc(Cl)cc2Cl)cc1OC | 1 | 95 | -14 | -4.6 | -3.5 | 9 | 4 | -4 | -1
43 | OCCN(CC(O)Cn1ccc2ccccc21)CC(O)Cn1ccc2ccccc21 (stereo not drawn) | 2 | x | 2 | -3.0 | -4.4 | 2 | 7 | -60 | x
